Screens deposited in PubChem by The Scripps Research Institute Molecular Screening Center.
CHO parental Ca = ATP-evoked calcium signal inhibitors, parental CHO, primary screen, counter-screen for OX1R antagonist project, cell-based, fluorescence, Fluo-8 calcium dye | actives 0.63% (n = 330,000) | parental CHO-K1, ATP-induced calcium, Fluo-8 fluorescence | inhibition, % at 5.6 µM | AID 463079, 2010;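 active means inhibition above that plate's mean sample inhibition plus 3 SD, cut at about 26% in these data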;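 further: 0% = ATP-challenged DMSO wells and 100% = DMSO wells without ATP; some compounds past the cut are filed as inactive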
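Measured by: calcium-sensitive Fluo-8 fluorescence / Test system: CHO parental line / Controls: ATP-challenged DMSO wells low, unchallenged DMSO wells high / Measure: % inhibition / Compound: single nominal dose of 5.6 µM per compound / Replicates: single well per compound, no replicates / Reagent: ATP as calcium-mobilizing challenge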
TAAR1 ag = human TAAR1 agonists, primary screen, Fluo-8 calcium fluorescence, CHO RD-HGA16 cells. Trace amine-associated receptor 1 (Homo sapiens), Q96RJ0. vehicle wells 0%, saturating PEA agonist 100%. activation, % at 3 µM. actives 0.99% (n = 360,000). AID 624467, 2012;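 active means activation above the mean activation of all test compounds in the run plus 3 SD, cut at about 38% in these data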
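Test system: RD-HGA16 (CHO) cells co-expressing Gα16 and hTAAR1 / Benchmarks: DMSO vehicle as 0%, PEA at EC100 as 100% / Repeats: no replicates (n 1) / Measure: % activation from peak over basal fluorescence ratio, DMSO-to-PEA scaled / Timing: 17-24 h plating, Fluo-8 75 min 37 °C, 30 min RT / Technique: kinetic Fluo-8 calcium fluorescence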
OXTR ag = human OXTR agonists, primary screen, fluorescence, CHO-OTR cells, Fluo-8 calcium; Fluo-8 calcium fluorescence; normalized: DMSO 0%, oxytocin 100%; activation, % at 3 µM; actives 0.32% (n = 320,000); AID 2435, 2010;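 active means activation above the mean of all tested compounds plus 3 SD, cutoff set per screening run, cut at about 20% in these data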;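 further: peak over basal fluorescence ratio from a 100 s FLIPR kinetic read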
Target sequence (P30559 whole entry, looked up): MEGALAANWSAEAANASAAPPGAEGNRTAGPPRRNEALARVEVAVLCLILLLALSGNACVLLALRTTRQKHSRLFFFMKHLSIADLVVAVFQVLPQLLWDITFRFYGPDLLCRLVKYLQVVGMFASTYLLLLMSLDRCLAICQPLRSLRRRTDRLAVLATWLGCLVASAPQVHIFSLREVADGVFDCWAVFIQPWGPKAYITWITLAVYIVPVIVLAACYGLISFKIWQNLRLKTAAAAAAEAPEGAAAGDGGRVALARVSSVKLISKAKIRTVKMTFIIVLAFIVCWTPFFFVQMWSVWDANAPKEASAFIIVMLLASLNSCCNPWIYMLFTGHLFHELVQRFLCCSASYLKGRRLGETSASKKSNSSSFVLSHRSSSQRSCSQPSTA
V1aR counter = agonists of human V1a receptor, primary screen, counter-screen for OXTR agonist project, fluorescence, CHO-V1R cells. activation, % at 3 µM. actives 0.25% (n = 320,000). Fluo-8 calcium fluorescence, agonist mode; 0% DMSO, 100% 3 nM vasopressin;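 active means activation above the mean activation of all tested compounds plus 3 SD, per screening run, cut at about 20% in these data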;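 further: signal is peak over basal fluorescence ratio across a 100 second FLIPR read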
TAAR1 antagonist = human TAAR1 antagonists, primary screen, Fluo-8 calcium fluorescence, CHO RD-HGA16 cells | Trace amine-associated receptor 1 (Homo sapiens), Q96RJ0 | antagonist | inhibition, % at 3 µM | actives 1.5% (n = 360,000) | AID 624466, 2012;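 active means inhibition above a per-plate cutoff, the mean inhibition of test compounds on that plate plus 3 SD, cut at about 49% in these data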;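 further: 0% = DMSO plus EC80 beta-PEA response and 100% = DMSO alone without agonist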
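Material: CHO RD-HGA16 cells bearing hTAAR1; compound dosing: one-point dosing, 3 µM nominal final; schedule: dye loading 75 min at 37 °C, then 30 min room temperature; measured by: calcium fluorescence with Fluo-8; control set: vehicle and agonist controls; replication: n of 1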
M1 antag = human M1 muscarinic receptor antagonists, primary screen, CHO-K1 cells, Fluo-8 calcium fluorescence, 1536-well; AID 588852, 2011; inhibition, % at 3 µM; actives 1.3% (n = 360,000); Muscarinic acetylcholine receptor M1 (Homo sapiens), P11229; CHO-K1 hM1, ACh EC80 antagonist;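 active means percent inhibition above its own plate's cutoff, namely the mean of that plate's compound wells plus 3 SD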;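 further: peak over basal fluorescence ratio during 140 s after agonist addition; 0% = ACh EC80 plus DMSO and 100% = DMSO alone without agonist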
Target sequence (P11229 whole entry, looked up): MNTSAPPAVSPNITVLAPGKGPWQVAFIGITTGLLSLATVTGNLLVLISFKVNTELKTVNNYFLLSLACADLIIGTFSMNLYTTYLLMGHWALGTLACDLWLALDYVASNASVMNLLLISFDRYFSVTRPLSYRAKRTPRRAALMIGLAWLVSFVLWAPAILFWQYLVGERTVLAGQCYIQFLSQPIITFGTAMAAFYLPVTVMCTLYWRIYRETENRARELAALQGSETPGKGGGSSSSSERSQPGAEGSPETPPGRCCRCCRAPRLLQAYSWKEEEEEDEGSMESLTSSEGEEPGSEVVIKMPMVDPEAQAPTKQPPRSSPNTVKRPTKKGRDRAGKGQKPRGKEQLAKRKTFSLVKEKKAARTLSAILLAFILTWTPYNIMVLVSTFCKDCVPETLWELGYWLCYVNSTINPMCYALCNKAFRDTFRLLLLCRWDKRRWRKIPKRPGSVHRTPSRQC
OXTR potentiator = human OXTR potentiators, primary screen, fluorescence, CHO-OTR cells, Fluo-8 calcium | activation, % at 3 µM | actives 0.061% (n = 320,000) | Fluo-8 calcium fluorescence, potentiator mode; 0% = oxytocin EC15, 100% = EC100 | Oxytocin receptor (Homo sapiens), P30559;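 active means activation above that plate's cutoff, the mean activation of tested compounds plus 3 SD, cut at about 6.6% in these data, passing the limit was not always enough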;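 further: 100% uses oxytocin at 75 nM as the full agonist control; some results filed as inactive read as strong as hits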
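Measured by – Fluo-8 calcium dye fluorescence · Test system – human OTR in CHO cells · Dosing – one concentration, 3.0 µM compound · Controls – EC15 oxytocin alone as 0%, 75 nM oxytocin as 100% · Evaluation – normalized max/min fluorescence ratio, % activation · Timing – 6 min pre-incubation, 100 s read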
M1 PAM = human M1 muscarinic receptor positive allosteric modulators, primary screen, CHO-K1 cells, Fluo-8 calcium fluorescence, 1536-well; Muscarinic acetylcholine receptor M1 (Homo sapiens), P11229; CHO-K1 hM1, ACh EC20; 0% = ACh EC20, 100% = maximal ACh; activation, % at 3 µM; actives 0.088% (n = 360,000); in the data active means activation above about 19%, passing the limit was not always enough
CHRM1 agonist = human M1 muscarinic receptor agonists, primary screen, Fluo-8 calcium fluorescence, CHO-K1 cells, HTS. Muscarinic acetylcholine receptor M1 (Homo sapiens), P11229. AID 588814, 2011. activation, % at 3 µM. CHO-K1 hM1, agonist mode; 0% DMSO, 100% acetylcholine EC100. actives 0.33% (n = 360,000);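 active means activation above the run's mean compound activation plus 3 SD, cut at about 16% in these data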;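 further: peak over basal fluorescence ratio within a 140 s kinetic read after compound addition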
The depositor's hits bear a star; / = no result given.

SMILES	CHO parental Ca	TAAR1 ag	OXTR ag	V1aR counter	TAAR1 antagonist	M1 antag	OXTR potentiator	M1 PAM	CHRM1 agonist
COc1cccc(-c2nn[nH]n2)c1O	-9	3	-0.4	-0.9	-21	-5	-2	14	-7
O=C1CCCC2=C1C1(CCCCC1)N=C(Nc1nc3ccccc3s1)N2	-7	4	-0.2	0.0	5	-5	-7	6	-4
CN1CCN(C(=S)SCc2nc(N)nc(Nc3ccc(F)cc3)n2)CC1	-7	8	0.2	2.7	7	-5	-2	11	-7
C=CCOn1c(=O)c(-c2ccc(OC)c(OC)c2)[n+]([O-])c2ccccc21	-7	7	-0.5	-1.1	-2	-8	-1	11	-4
O=S(=O)(c1ccccc1)c1nc(-c2ccco2)oc1Nc1ccccc1	-19	0	-2.3	-1.0	0	6	-6	4	-9
COc1cccc([C@@H]2Oc3ccc(OC)cc3C(=O)[C@H]2OC(=O)N[C@H](C)C2CCCCC2)c1	-34	/	-1.7	-0.8	/	/	-8	/	/
CCN(C(=O)CSc1nnc(Nc2ccc(OC)cc2)s1)C1CCS(=O)(=O)C1 (configuration not stated)	-10	2	-1.8	-1.1	-11	-26	-5	12	-6
O=C(CCCn1c(=O)[nH]c2cc(Cl)ccc2c1=O)NCCCN1CCCC1	-11	4	0.3	0.6	5	-33	-3	4	-9
O=C(NCC1CCCO1)C1CCC(=O)N1Cc1ccc(F)cc1 (configuration not stated)	4	3	0.9	0.3	6	3	-1	2	-2
Cc1ccc(NC(=O)CSc2nc3c(c(=O)[nH]2)CN(Cc2ccc(F)cc2)CC3)cc1C	-2	1	0.5	0.4	-25	-6	-5	6	-8
COC(C/C=C\C(=O)COCc1ccccc1)OC	-14	/	-0.9	-0.9	/	/	-11	/	/
O=C(/C=C\Nc1cccc(F)c1)c1ccc2c(c1)OCO2	-8	9	-0.4	0.1	1	13	-6	-2	-2

The last 6 compounds of the part before lead into the next:
SMILES	CHO parental Ca	TAAR1 ag	OXTR ag	V1aR counter	TAAR1 antagonist	M1 antag	OXTR potentiator	M1 PAM	CHRM1 agonist
CCN(C(=O)CSc1nnc(Nc2ccc(OC)cc2)s1)C1CCS(=O)(=O)C1 (configuration not stated)	-10	2	-1.8	-1.1	-11	-26	-5	12	-6
O=C(CCCn1c(=O)[nH]c2cc(Cl)ccc2c1=O)NCCCN1CCCC1	-11	4	0.3	0.6	5	-33	-3	4	-9
O=C(NCC1CCCO1)C1CCC(=O)N1Cc1ccc(F)cc1 (configuration not stated)	4	3	0.9	0.3	6	3	-1	2	-2
Cc1ccc(NC(=O)CSc2nc3c(c(=O)[nH]2)CN(Cc2ccc(F)cc2)CC3)cc1C	-2	1	0.5	0.4	-25	-6	-5	6	-8
COC(C/C=C\C(=O)COCc1ccccc1)OC	-14	/	-0.9	-0.9	/	/	-11	/	/
O=C(/C=C\Nc1cccc(F)c1)c1ccc2c(c1)OCO2	-8	9	-0.4	0.1	1	13	-6	-2	-2
CC1(NC(=O)c2cc(Cl)nc3ccccc23)CCS(=O)(=O)C1 (configuration not stated)	-8	2	-0.7	0.1	-3	-8	0	13	-2
Cc1ccc(NC(=O)CCc2c[nH]c3ccccc23)nc1	-17	2	0.3	0.8	-22	-9	-6	13	3
Cc1ccc(Nc2cnn(C34CC5CC(CC(CC(=O)O)(C5)C3)C4)c(=O)c2Cl)c(Cl)c1	3	11	0.2	-0.7	0	-16	-3	14	-9
Cc1ccc(C(=O)c2ccccc2C(=O)OCC(=O)Nc2cccc([N+](=O)[O-])c2)cc1	-27	0	3.5	6.7	9	9	-17	-2	-4
O=C(C1CCCC1)N1CCC(CO)(Cc2ccccc2Cl)CC1	-2	3	-0.3	0.8	14	5	-12	4	-4
CCC1(c2ccc(F)cc2)NC(=O)N(CC(=O)N2CCN(C(=O)c3ccco3)CC2)C1=O (configuration not stated)	-8	1	1.3	3.3	-5	-8	-7	3	-3
Cc1cc(C)cc(NC(=O)Nc2cnccn2)c1	-13	1	-1.0	-0.1	-4	-7	-6	4	-4
COc1ccc(NC(=O)c2cc(C3CCCCN3C(=O)C3CCCCC3)on2)c(C)c1 (configuration not stated)	/	12	/	/	-36	-9	/	-1	-7
CCOC(=O)C1CCN(C(=O)Nc2ccc(OC(F)(F)F)cc2)CC1	-15	0	-1.4	0.6	-28	1	3	0	-4
c1ccc2c(c1)ncn2-c1ncnc2sc3c(c12)CCCC3	-10	20	-1.6	-0.3	-12	-7	-2	1	-3
Cc1cc(Nc2cc(C(=O)O)ccc2C)n2ncnc2n1	0	1	0.4	0.1	-8	-9	1	7	-3
Cc1ccc(-c2c3c(=O)n(C)c(=O)n(C)c3cn2Cc2ccccc2)cc1	-21	10	-1.7	0.3	-8	-8	-13	10	-6

Profiles from above.
Cc1ccc(NC(=O)CSc2nc3c(c(=O)[nH]2)CN(Cc2ccc(F)cc2)CC3)cc1C is entered as CHO parental Ca: -2; TAAR1 ag: 1; OXTR ag: 0.5; V1aR counter: 0.4; TAAR1 antagonist: -25; M1 antag: -6; OXTR potentiator: -5; M1 PAM: 6; CHRM1 agonist: -8
Cc1cc(C)cc(NC(=O)Nc2cnccn2)c1 is entered as CHO parental Ca: -13; TAAR1 ag: 1; OXTR ag: -1.0; V1aR counter: -0.1; TAAR1 antagonist: -4; M1 antag: -7; OXTR potentiator: -6; M1 PAM: 4; CHRM1 agonist: -4
C=CCOn1c(=O)c(-c2ccc(OC)c(OC)c2)[n+]([O-])c2ccccc21 is entered as CHO parental Ca: -7; TAAR1 ag: 7; OXTR ag: -0.5; V1aR counter: -1.1; TAAR1 antagonist: -2; M1 antag: -8; OXTR potentiator: -1; M1 PAM: 11; CHRM1 agonist: -4

Following part
SMILES	CHO parental Ca	TAAR1 ag	OXTR ag	V1aR counter	TAAR1 antagonist	M1 antag	OXTR potentiator	M1 PAM	CHRM1 agonist
Cc1cc([N+](=O)[O-])ccc1N	-9	2	0.9	1.6	-22	-6	1	4	-4
Nc1c(C(=O)NC2CCCC2)c2nc3ccccc3nc2n1/N=C/c1ccco1	12	/	1.9	-0.2	/	-11	6	13	-1
COc1ccc(-n2ncc3c(SCC(=O)OC(C)C)ncnc32)cc1	/	1	/	/	-10	-5	/	-6	-2
Cc1nn(-c2ccc(N3CCOCC3)nn2)c(C)c1CCC(=O)NCc1ccc(F)cc1	-1	2	-0.6	0.0	-13	-5	-7	-1	-3
COC(=O)C(C)Sc1nc2c(cnn2-c2ccc(Cl)cc2)c(=O)[nH]1 (configuration not stated)	-2	3	0.2	-0.5	-12	-6	-12	10	-2
O=C(/C=C/c1ccco1)NC(=S)Nc1cccc(-c2nc3ccccc3o2)c1	-21	4	-1.6	-0.3	27	4	-8	-8	-5
Cc1c(NC(=O)c2cn3ccccc3n2)cccc1-n1cnnn1	-1	0	0.3	0.7	2	0	2	2	-3
COc1ccc(CCNC(=O)COc2ccc3c(C)cc(=O)oc3c2)cc1	-18	0	0.4	0.7	7	-5	-8	6	-3
CCOc1ccc(Cl)cc1-c1cc(C(=O)NCc2cc(C(F)(F)F)cc(C(F)(F)F)c2)[nH]n1	/	0	/	/	-13	4	/	-4	-5
O=C(COC(=O)Cc1ccc(Cl)cc1Cl)Nc1ccc(OC(F)F)cc1	-17	1	-2.0	-0.2	5	0	-6	-1	-7
Cc1ccccc1OCC(=O)Nc1sc2c(c1C#N)CC(C)(C)NC2(C)C	-3	12	6.7	8.3	-10	-8	-2	4	-5
CC(C)c1ccc(NC(=O)c2cccnc2)cc1	6	1	-0.2	0.3	4	-3	-7	5	-5
COc1ccc(S(=O)(=O)N2CCCC2C(=O)Nc2nnc(-c3cccnc3)s2)cc1 (configuration not stated)	-19	10	0.9	-0.5	0	-11	1	4	-1
COC(=O)Nc1nnc(CC(=O)Nc2ccccc2C)s1	6	9	0.5	4.0	-2	-5	-1	3	-4
O=C(CSc1ncnc2sccc12)NCc1ccc2c(c1)OCO2	-9	17	-1.3	0.1	-8	-13	-10	9	-4
CCOc1ccc(OCCC(=O)OCC(=O)N2CCN(S(=O)(=O)c3ccc(C)cc3C)CC2)cc1	/	6	/	/	18	3	/	-3	2
Cc1cc(SCC(=O)Nc2c(C)n(C)n(-c3ccccc3)c2=O)nc2ccccc12	-8	6	-0.9	-1.6	-23	-17	0	5	-7
CCCOc1ccc(C(=O)Nc2ccc(Cl)cn2)cc1	-16	6	-2.7	0.3	-7	6	-12	-6	-4
c1ccc(Cn2nnnc2C(c2cccnc2)N2CCN(C3CCCCC3)CC2)cc1 (configuration not stated)	-5	20	5.0	3.9	35	18	-13	-10	-6
CC(C)CN1CCNC(=O)C1CC(=O)NCCc1ccc(C(F)(F)F)cc1 (configuration not stated)	-14	1	0.2	1.3	-21	5	-13	-5	-6
COc1cccc(CN2CCN(C(=O)c3cccc(OC)c3)CC2)c1	-8	0	0.1	-0.3	14	-14	-1	13	-6
CCCCn1c(CNC(=O)Cc2ccccc2)nc2ccccc21	-7	-1	-1.8	-0.7	-31	-14	-10	9	-9
Cn1c(=O)[nH]c(=O)c2c1nc(N1CCN(CCO)CC1)n2Cc1ccccc1Cl	/	0	/	/	-12	-13	/	10	-8
CC(C)(C)n1nc2c(c1NC(=O)c1ccc(S(=O)(=O)N3CCCC3)cc1)CSC2	-4	2	-0.3	1.4	-9	-14	-12	7	-8
COc1cc(OC)cc(-c2c(-c3ccc(F)cc3)c3cc(-c4ccc5c(c4)OCCO5)ccc3n2C)c1	3	1	1.0	-0.3	3	-5	-6	5	-2
O=[N+]([O-])c1ccc2c(c1)ncn2CCc1ccccc1	/	1	/	/	1	-7	/	6	-4
CCOC(=O)C1=C(O)C(=O)N(C2CCCCC2)C1	-8	2	0.9	0.7	-31	3	2	2	-3
CCOC(=O)CN1C(=O)S/C(=C/c2ccco2)C1=O	2	-1	-0.5	0.1	4	-17	-1	10	-3
